N370S GC mod: qHTS Assay for Inhibitors and Activators of N370S glucocerebrosidase as a Potential Chaperone Treatment of Gaucher Disease; hit rate 0.092% among 330,000; N370S GC spleen homogenate, 4MU-glucoside fluorescence; Lysosomal acid glucosylceramidase (Homo sapiens), P04062; Potency, µM (series often up to 59.4 µM), without a hit: top-dose activity change, negative = inhibition, usual class: inhibitors;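 also: 0% = full enzyme activity and -100% = no enzyme basal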
FEN1 inh: qHTS Assay for the Inhibitors of Human Flap endonuclease 1 (FEN1) | Recombinant FEN1 flap cleavage, fluorescence, 15 min | Potency, µM (doses to about 114 µM), inactives show at the highest dose activity change, negative = inhibition, most hits filed as inhibitors | hit rate 0.35% among 390,000 | AID 588795, 2011; also: nearly all actives have a fitted effect of over 65% in size
Target sequence (P39748 whole entry, looked up): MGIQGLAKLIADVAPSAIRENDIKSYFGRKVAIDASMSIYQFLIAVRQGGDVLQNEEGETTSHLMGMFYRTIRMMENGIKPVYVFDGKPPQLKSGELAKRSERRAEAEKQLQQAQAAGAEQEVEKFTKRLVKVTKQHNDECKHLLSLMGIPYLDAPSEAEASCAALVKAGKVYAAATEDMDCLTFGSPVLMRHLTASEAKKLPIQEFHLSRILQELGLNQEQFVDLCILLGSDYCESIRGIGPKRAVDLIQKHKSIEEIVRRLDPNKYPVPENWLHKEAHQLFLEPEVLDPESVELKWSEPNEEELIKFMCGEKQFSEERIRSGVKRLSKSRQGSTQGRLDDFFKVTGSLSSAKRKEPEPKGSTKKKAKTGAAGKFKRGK
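Compounds are tested as a concentration series against 10 nM FEN1; after a 15 min room-temperature preincubation, 50 nM substrate starts cleavage, with plate reads at 0 and 15 min. Normalized responses are fitted by a Hill equation.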
TDP1 inh: qHTS Assay for Inhibitors of Tyrosyl-DNA Phosphodiesterase (TDP1) | Tyrosyl-DNA phosphodiesterase 1 (Homo sapiens), Q9NUW8 | recombinant TDP1, AlphaScreen DNA substrate cleavage | Potency, µM (doses to about 130 µM), for inactives: top-dose activity change, negative = inhibition, hits mostly inhibitors | hit rate 0.28% among 350,000; also: nearly all actives have a fitted effect of over 40% in size
Target sequence (Q9NUW8 whole entry, looked up): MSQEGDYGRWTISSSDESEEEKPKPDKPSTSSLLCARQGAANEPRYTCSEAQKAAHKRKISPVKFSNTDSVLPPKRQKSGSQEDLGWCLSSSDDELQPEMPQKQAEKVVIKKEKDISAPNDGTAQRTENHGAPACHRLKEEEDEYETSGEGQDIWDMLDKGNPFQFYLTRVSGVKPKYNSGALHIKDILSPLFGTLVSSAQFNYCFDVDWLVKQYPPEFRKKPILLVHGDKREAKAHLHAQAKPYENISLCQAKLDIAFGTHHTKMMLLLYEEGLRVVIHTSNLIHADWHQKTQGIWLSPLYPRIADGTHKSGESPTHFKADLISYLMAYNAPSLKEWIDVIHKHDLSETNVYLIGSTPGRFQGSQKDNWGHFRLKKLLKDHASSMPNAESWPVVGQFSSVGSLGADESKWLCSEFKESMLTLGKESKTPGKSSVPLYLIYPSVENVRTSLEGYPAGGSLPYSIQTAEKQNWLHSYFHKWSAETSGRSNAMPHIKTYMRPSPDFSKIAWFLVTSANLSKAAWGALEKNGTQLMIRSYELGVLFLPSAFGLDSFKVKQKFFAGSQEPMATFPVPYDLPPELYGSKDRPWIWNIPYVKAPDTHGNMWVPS
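Recombinant human Tdp1 (E. coli-expressed, 1 nM final) preincubated with compounds 15 min at room temperature, then 5'-biotin/3'-phosphotyrosine-FITC DNA substrate (15 nM final) added for 5 min. AlphaScreen beads (10 ug/ml final) added 10 min; cleavage lowers signal.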
Starred values were filed as active, the others as inactive; ? = inconclusive; . = no result given; & = joins results of further samples; [ ] = remark or other dose. Calls follow the shape of the dose curve; as a rule, active = well fitted curve in the direction sought with a large enough effect; inconclusive = small, poorly fitted or top-dose-only effect, or another doubt; inactive = no such curve, though single readings can be large; an effect the other way counts as inactive or inconclusive. Unless noted, % is scaled to controls: 0 for no effect and ±100 for the full control effect; potency is read from the fitted curve at half-maximal effect.

#1 COc1ccc(Oc2nc3ccccc3nc2C(F)(F)F)cc1
#2 COc1cc(NC(=O)c2ccnn2C)c(OC)cc1Cl
#3 O=C(Nc1cccc2ccccc12)OC1C=CS(=O)(=O)C1 (stereo not given)
#4 NC(=O)c1ccc[n+]([C@H]2O[C@@H](COP(=O)([O-])OP(=O)(O)OC[C@H]3O[C@@H](n4cnc5c(N)ncnc54)[C@H](O)[C@@H]3O)[C@H](O)[C@@H]2O)c1
#5 CCCN(CCO)Cc1cccc(Oc2ccccc2)c1
#6 COc1ccc(NC(=O)N(C)C[C@H]2Oc3ccc(NS(=O)(=O)c4ccc(OC)cc4)cc3C(=O)N([C@H](C)CO)C[C@@H]2C)cc1
assay / compound	1	2	3	4	5	6
N370S GC mod	7%	-23%	-20%	3%	-4%	.
FEN1 inh	6%	10%	0%	14%	-12%	-8%
TDP1 inh	-7%	6%	2%	.	0%	0%

Part of the list above, limited to FEN1 inh and TDP1 inh.
| item | Structure | FEN1 inh | TDP1 inh |
| --- | --- | --- | --- |
| 5 | CCCN(CCO)Cc1cccc(Oc2ccccc2)c1 | -12% | 0% |
| 2 | COc1cc(NC(=O)c2ccnn2C)c(OC)cc1Cl | 10% | 6% |
| 3 | O=C(Nc1cccc2ccccc12)OC1C=CS(=O)(=O)C1 (stereo not given) | 0% | 2% |

(next part)
#7 COc1cc(/C=N/NC(=O)c2cc(-c3c(C)nn(-c4ccccc4)c3C)n[nH]2)ccc1O
#8 Cn1c(SCC(=O)NC2CCCCC2)nnc1-c1cc2cc(Cl)ccc2o1
#9 Cc1cc(N2CCN(C(=O)Nc3ccccc3C#N)CC2)c2ccccc2n1
#10 O=[N+]([O-])c1ccc(NCc2ccccc2)nc1
#11 O=C1CCc2cc(S(=O)(=O)NCCC(=O)NC3CCCCC3)ccc2N1
#12 COc1ccc(OC)c(NC(=O)c2nnn(CCc3ccccc3)c2N)c1
assay / compound	7	8	9	10	11	12
N370S GC mod	-8%	4%	-1%	-10%	0%	14%
FEN1 inh	-10%	10%	0%	3%	13%	19%
TDP1 inh	5%	3%	4%	3%	1%	3%

#13 Cc1nn(C)c2c1c(C(F)(F)F)cc(=O)n2C(C)C(=O)N1CCN(c2ccccc2)CC1 (stereo not given)
#14 COc1ccc(NC(=O)c2ccc3c(c2)c(C)c(C)n3Cc2ccc(F)cc2)cc1
#15 COc1ccc(C(=O)NC(=S)Nc2ccccc2N2CCCCC2)cc1[N+](=O)[O-]
#16 COc1ccccc1N(CC(O)CN(c1ccccc1)S(C)(=O)=O)S(=O)(=O)c1ccccc1 (stereo not given)
#17 Cc1ccc(C2=NN(C(=O)CNCCO)C(c3cccs3)C2)cc1 (stereo not given)
#18 FC(F)Oc1ccc(NC(=S)N2CCN(Cc3ccccc3)CC2)cc1
assay / compound	13	14	15	16	17	18
N370S GC mod	.	.	4%	-26%	-9%	-6%
FEN1 inh	4%	-23%	-9%	2%	20%	-6%
TDP1 inh	7%	8%	7%	0%	5%	4%

#19 Fc1ccccc1CN1CCCN(C(=S)Nc2cccc(Cl)c2)C1
#20 CC(C)(C)OC(=O)COc1ccc(/C=N/NC(=O)CN2CCCCC2)cc1
#21 CCOc1ccccc1NC(=O)c1cc(S(=O)(=O)NCc2ccco2)ccc1F
#22 O=C(OCc1nnc(-c2cccs2)o1)c1cccnc1Cl
#23 CCC1CCCCN1C(=O)CSc1nnc(N)s1 (stereo not given)
#24 COc1ccc(NC(=S)NCCc2ccccc2)c(OC)c1
assay / compound	19	20	21	22	23	24
N370S GC mod	-10%	-6%	?	.	.	16%
FEN1 inh	-13%	-4%	16%	-12%	11%	-2%
TDP1 inh	6%	.	-5%	0%	0%	2%

#25 C=C(C)C1CC=C(C)/C(=N/NC(=O)COc2ccc(Cl)cc2)C1 (stereo not given)
#26 COC(=O)c1cc(C#N)c(OC(C)C)nc1C
#27 CCOC(=O)C(Cc1ccccc1)NC(=O)CCc1c(C)nc2nc(C)nn2c1C (stereo not given)
#28 COc1ccc2c(C)c(CC(=O)NCCc3ccccc3)c(=O)oc2c1OC
#29 Cc1ccc(S(=O)(=O)N2CCOC23CCN(S(=O)(=O)c2c(C)cc(C)cc2C)CC3)cc1
#30 Cc1ccccc1-n1c(Cn2c(=O)sc3ccccc32)nnc1SCC(=O)N1CCOCC1
assay / compound	25	26	27	28	29	30
N370S GC mod	7%	-3%	0%	.	4%	6%
FEN1 inh	1%	5%	-13%&-8%	-4%	9%	-9%
TDP1 inh	3%	5%	2%&2%	-5%	0%	3%

#31 O=C(CN(C(=O)CNS(=O)(=O)c1ccccc1)c1ccc2c(c1)OCCO2)NC1CCCCC1
#32 COCCNC(=O)c1ccc2c(c1)ncn2-c1cccc(C)c1
#33 Cc1ccccc1NC(=O)C(=O)Nc1ccccc1C
#34 CC(OC(=O)c1ccc(Cl)c(S(=O)(=O)N2CCOCC2)c1)C(=O)Nc1ccc(S(N)(=O)=O)cc1 (stereo not given)
#35 COc1ccc(CCNCc2c(-c3ccccc3)n(C)c3ccccc23)cc1
#36 Cc1ccc(SCc2[nH]nc3c2C(c2ccc(C)o2)C(C#N)=C(N)O3)cc1 (stereo not given)
assay / compound	31	32	33	34	35	36
N370S GC mod	-15%	-1%	0%	-1%	?	10%
FEN1 inh	-2%	15%	14%	0%	-4%	16%
TDP1 inh	3%	.	3%	1%	.	7%

#37 CCOC(=O)C1CCN(CC(C)(C)NS(=O)(=O)c2ccc(C)cc2)CC1
#38 Cc1ccc(C)c(N2CN(CCC3=CCCCC3)CNC2=S)c1
#39 CN(C)c1cc[n+](CCC(=O)Nc2cccc([N+](=O)[O-])c2N)cc1
#40 O=C(NCc1ccco1)/C(=C\c1cccnc1)NC(=O)c1ccccc1F
#41 Cc1ccccc1C(=O)NNC(=O)CCc1ccccc1
#42 Cc1ccc(S(=O)(=O)CC(CN2CCCCC2)N2CCCCC2)cc1 (stereo not given)
assay / compound	37	38	39	40	41	42
N370S GC mod	-16%	2%	-9%	5%	-18%	3%
FEN1 inh	-6%	0%	5%	0%	-2%	3%
TDP1 inh	-3%	5%	1%	1%	-4%	-3%

#43 Cc1noc(C)c1S(=O)(=O)N(CC(=O)NCc1ccc(Cl)cc1)c1ccc2c(c1)OCO2
#44 O=C(c1c(Cl)cccc1Cl)N1CCN(c2ncccn2)CC1
#45 CCC(C)c1ccc(NC(=O)N2CCOCC2)cc1 (stereo not given)
#46 COc1ccccc1N1CCN(C2CCCN(C(=O)c3ccccn3)C2)CC1 (stereo not given)
#47 C=C1CCC[C@]2(C)C[C@H]3OC(=O)C(CN[C@@H](C)c4ccccc4)[C@H]3CC12 (stereo not given in full)
#48 COC(=O)c1c(NC(=O)COC(=O)CCc2ccc(S(=O)(=O)N3CCOCC3)cc2)sc2c1CCC2
assay / compound	43	44	45	46	47	48
N370S GC mod	5%	-9%	-3%	-6%	-23%	6%
FEN1 inh	-1%	-12%	-9%	0%	-19%	-2%
TDP1 inh	2%	.	.	1%	.	0%

3 entries from above, reformatted:
32	COCCNC(=O)c1ccc2c(c1)ncn2-c1cccc(C)c1
- N370S GC mod = -1%
- FEN1 inh = 15%
- TDP1 inh = .

33	Cc1ccccc1NC(=O)C(=O)Nc1ccccc1C
- N370S GC mod = 0%
- FEN1 inh = 14%
- TDP1 inh = 3%

34	CC(OC(=O)c1ccc(Cl)c(S(=O)(=O)N2CCOCC2)c1)C(=O)Nc1ccc(S(N)(=O)=O)cc1 (stereo not given)
- N370S GC mod = -1%
- FEN1 inh = 0%
- TDP1 inh = 1%

The list goes on.
#49 Cc1c(C(=O)NCc2cccnc2)sc2nc(-c3ccccc3)cn12
#50 COc1ccc(S(=O)(=O)N2CCOCC2)c(C)c1C
#51 CCN(CC)C(=O)C1=CC(c2ccc3c(c2)OCO3)=NS(=O)(=O)N1C
#52 Cc1sc2nc(C3CC3)nc(N3CCN(C(=O)c4ccc(Cl)cc4)CC3)c2c1C
#53 CC(C)CC(=O)NC(c1ccccc1)c1c(O)ccc2ccccc12 (stereo not given)
#54 CC(C)n1cnc2c(NCc3ccccc3)nc(NCc3ccccc3)nc21
assay / compound	49	50	51	52	53	54
N370S GC mod	-3%	6%	.	6%	?	15%
FEN1 inh	-2%	0%	-6%	?	-6%	?
TDP1 inh	.	0%	3%	4%	.	11%

#55 Cc1ccc(C(=O)NC(Cc2ccccc2C(F)(F)F)C(=O)O)cc1 (stereo not given)
#56 CSCCC(Nc1nc2ccccc2s1)C(=O)O (stereo not given)
#57 O=C(NCc1ccccc1)c1c[nH]c2ccc(S(=O)(=O)Nc3ccc4c(c3)OCCO4)cc2c1=O
#58 CCN(CC(=O)NCc1cccs1)C(=O)c1cccc(S(=O)(=O)Nc2ccccc2Cl)c1
#59 CCOC(=O)N1CCN(c2ccc(S(=O)(=O)N(Cc3ccccc3)Cc3ccccc3)cn2)CC1
#60 COc1ccc(-c2cc3c(=O)n(CC(=O)Nc4cccc(Cl)c4)ncn3n2)cc1
assay / compound	55	56	57	58	59	60
N370S GC mod	.	4%	-19%	-22%	-4%	-1%
FEN1 inh	-6%	-16%	-16%	-2%	2%	-4%
TDP1 inh	1%[56.1 µM]	-1%	2%	-3%[0.505 µM]	6%	0%

#61 Cc1ccccc1OCCC(=O)OCC(=O)NC1CCCC1
#62 COC(=O)c1c(NS(C)(=O)=O)sc2c1CCCC2
#63 C[C@H]1CN([C@@H](C)CO)C(=O)c2cccc(NC(=O)Nc3ccc(C(F)(F)F)cc3)c2O[C@@H]1CN(C)S(=O)(=O)c1ccccc1
#64 O=C(Oc1ccccc1)N1CCN(c2ccccc2F)CC1
#65 O=C(NCc1ccccc1)[C@]1(C(F)(F)F)C[C@H](CCc2ccccc2)CCCO1
#66 CCn1c(SCC(=O)Nc2nc3ccccc3s2)nnc1-c1ccc(OC)cc1
assay / compound	61	62	63	64	65	66
N370S GC mod	-14%	2%	.	1%	3%	3%
FEN1 inh	-7%	7%	-12%	-7%	-17%&0%	4%
TDP1 inh	.	11%	3%	.	-11%	2%

#67 COC(=O)c1[nH]c2ccc(C)cc2c1NC(=O)CN1CCN(c2ccc(F)cc2)CC1
#68 CSCC(C)N1CCC(CO)(CCCc2ccccc2)CC1 (stereo not given)
#69 CCOC(=O)CCCCCC(=O)Nc1ccc2c(c1)CC(=O)N([C@H](C)CO)C[C@H](C)[C@H](CN(C)S(=O)(=O)c1ccc(OC)cc1)O2
#70 Cc1cccc(NC(=S)NNC(=O)c2cc3c(s2)CCC(C)C3)c1C (stereo not given)
#71 O=C(NCCCN1CCOCC1)c1sc2cc(F)ccc2c1Cl
#72 O=C(Cn1cnc2c(cnn2-c2ccccc2)c1=O)Nc1ccc(S(=O)(=O)N2CCOCC2)cc1
assay / compound	67	68	69	70	71	72
N370S GC mod	-5%	-5%	.	-17%	-3%	-10%
FEN1 inh	-19%	-1%	9%	-24%	16%	-5%
TDP1 inh	7%	6%	4%	2%	0%	0%

#73 CCc1nc2ccc(C(=O)NCCc3ccc(OC)cc3OC)cc2nc1CC
#74 CCOc1ccc(S(=O)(=O)N(C)CC(=O)NCc2ccccn2)cc1
#75 OCc1ccc(OCCCOc2cccc3cccnc23)cc1
#76 CCCC(=O)c1cc(O)c(O)cc1O
#77 CCCOC(=O)C1C2C=CC3(CN(c4ccc(Cl)c(F)c4)C(=O)C13)O2 (stereo not given)
#78 Cc1nnc(SCC2=C(C(=O)O)N3C(=O)C(NC(=O)c4cccc(F)c4F)C3SC2)s1 (stereo not given)
assay / compound	73	74	75	76	77	78
N370S GC mod	.	-5%	-10%	0%	0%	5%
FEN1 inh	6%	3%	-2%	.	15%	-10%
TDP1 inh	-6%	.	10%	?	2%	.

#79 Cc1ccc(-c2csc(NC(=O)Cn3[nH]c(=O)c4ccccc4c3=O)n2)cc1
#80 COC(=O)C1=C[C@@H](C(=O)OC)C2C3=C(C(=O)[C@@]2(C)NC(=O)c2ccccc2)[C@H](C)[C@@H]2C(=O)N(C)C(=O)[C@@H]2[C@@H]3C1 (stereo not given in full)
#81 CC(C)OC(=O)c1cc2c(ccn2C)n1CC(=O)N(Cc1ccccc1)c1ccc(F)cc1
#82 CCCCCNC(=O)c1ccc2c(=O)n(CCCN3CCCC3=O)c(=S)[nH]c2c1
#83 O=C(O)CC(NS(=O)(=O)c1ccc(Br)s1)c1ccccc1 (stereo not given)
#84 Cc1ccc(S(=O)(=O)N2CCN(C(=O)COC(=O)C3(C)CC3(Cl)Cl)CC2)c(C)c1 (stereo not given)
assay / compound	79	80	81	82	83	84
N370S GC mod	13%	-2%	8%	6%	.	.
FEN1 inh	16%	-8%	-22%	1%	17%	10%
TDP1 inh	3%	3%	0%	11%	-3%	0%

Assay outcomes (PubChem BioAssay)
